Screening data deposited in PubChem BioAssay by several laboratories.
FadD28 FP inh = blocks FadD28 binding to the bisubstrate probe | fluorescence polarization | inhibition, % at 12.5 µM | actives 0.22% (n = 360,000) | AID 588549; in the data active = inhibition above about 8.5%, passing the limit was not always enough; inconclusive = no clear call, values can overlap the other calls
PfHsp40 rescue = rescue of PfHsp40-mediated yeast toxicity; S. cerevisiae expressing PfHsp40, growth rescue, ATP luminescence; growth rescue, % at 12.5 µM; actives 0.68% (n = 340,000); AID 504582; in the data active = growth rescue above about 28%, passing the limit was not always enough; inconclusive = no clear call, values can overlap the other calls;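 also: yeast W303a lacking pdr1 and pdr3 grown in galactose medium; growth measured after three days at 30 °C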
FBA Mtb inh = inhibits M. tuberculosis FBA enzyme | P9WQA3 | purified M. tuberculosis FBA, fluorescence read-out | inhibition, % at 1 µM | actives 2.3% (n = 360,000); in the data active = inhibition above about 27%;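 also: 0% = vehicle and 100% = reference inhibitor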
Target sequence (P9WQA3 whole entry, looked up): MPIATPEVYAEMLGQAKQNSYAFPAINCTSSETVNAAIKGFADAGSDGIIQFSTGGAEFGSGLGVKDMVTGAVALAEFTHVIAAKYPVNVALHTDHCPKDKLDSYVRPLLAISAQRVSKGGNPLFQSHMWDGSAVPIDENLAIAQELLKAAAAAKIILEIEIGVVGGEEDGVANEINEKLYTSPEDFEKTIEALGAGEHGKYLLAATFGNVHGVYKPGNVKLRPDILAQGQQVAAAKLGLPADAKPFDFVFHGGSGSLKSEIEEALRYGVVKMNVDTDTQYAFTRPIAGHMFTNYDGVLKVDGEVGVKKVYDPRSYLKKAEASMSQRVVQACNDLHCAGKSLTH
Anthrax LF inh2 = blocks Bacillus anthracis lethal factor protease; P15917; multiplex microsphere protease cleavage assay, LF; inhibition, % at 10 µM; actives 0.12% (n = 360,000); also: plate controls were buffer without enzyme for full effect and enzyme alone for no effect
Mtb UGM inh = blocks M. tuberculosis UGM enzyme; purified UGM, fluorescence polarization probe displacement; P9WIQ1; actives 0.06% (n = 320,000); inhibition, % at 10 µM; in the data active = inhibition above about 10%, passing the limit was not always enough; inconclusive = no clear call, values can overlap the other calls
Target sequence (P9WIQ1 whole entry, looked up): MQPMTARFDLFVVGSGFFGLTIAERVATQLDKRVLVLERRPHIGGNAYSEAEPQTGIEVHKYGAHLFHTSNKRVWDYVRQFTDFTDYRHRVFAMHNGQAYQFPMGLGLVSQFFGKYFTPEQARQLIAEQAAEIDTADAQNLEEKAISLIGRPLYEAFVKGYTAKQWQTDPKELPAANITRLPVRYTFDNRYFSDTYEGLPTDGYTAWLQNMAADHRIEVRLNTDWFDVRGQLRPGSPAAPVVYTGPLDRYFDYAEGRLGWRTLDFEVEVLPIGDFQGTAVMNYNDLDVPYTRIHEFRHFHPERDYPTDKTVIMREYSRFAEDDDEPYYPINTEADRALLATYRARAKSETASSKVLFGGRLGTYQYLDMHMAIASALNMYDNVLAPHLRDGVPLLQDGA
GDH-TPI counter = GDH-TPI coupled enzyme inhibition counter-screen. GDH-TPI coupled enzyme counterscreen, NADH absorbance. actives 1.2% (n = 360,000). inhibition, % at 4.8 µM; in the data active = inhibition above about 30%;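 also: 0% = DMSO wells and 100% = wells lacking the enzyme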
BoNT-A LC inh2 = inhibitors of Botulinum neurotoxin A light chain protease; inhibition, % at 10 µM; multiplex microsphere protease substrate cleavage, flow cytometry; actives 0.17% (n = 360,000); also: plate controls were buffer without enzyme for full effect and enzyme alone for no effect
BoNT-F LC inh = BoNT F light chain protease inhibition; Multiplex microsphere protease cleavage assay, flow cytometry; inhibition, % at 10 µM; actives 0.22% (n = 360,000); AID 588497; in the data active = inhibition above about 35%, passing the limit was not always enough; inconclusive = no clear call, values can overlap the other calls; also: plate controls were buffer without enzyme for full effect and enzyme alone for no effect
BioA inh = BioA (M. tuberculosis) enzyme inhibition. purified M. tuberculosis BioA enzyme, plate reader. inhibition, % at 9.99 µM. actives 0.096% (n = 360,000); in the data active = inhibition above about 40%; inconclusive = no clear call, values can overlap the other calls
Numbers without * were called inactive; u = inconclusive; x = no result given; + = active, no number. Rule as the data show it, unless noted: active = inhibition above about 30%; inconclusive = no clear call, values can overlap the other calls; inactive = below that.

SMILES	FadD28 FP inh	PfHsp40 rescue	FBA Mtb inh	Anthrax LF inh2	Mtb UGM inh	GDH-TPI counter	BoNT-A LC inh2	BoNT-F LC inh	BioA inh
CCCCN(CC(=O)Nc1c(C)cccc1CC)C(=O)SCC	-3.2	0.1	3	0	0.5	-11	0.4	1	x
CC(C)(C)C1CCC(OC(=O)CN2CCOCC2)CC1 (configuration not stated)	-0.7	0.1	-2	-5	-0.7	-2	0.4	11	-0.3
COc1ccc(C(=O)OCC(=O)NC2CCCC2)cc1OC	-2.5	0.1	2	-8	0.2	5	-2.7	8	-1.7
COc1ccc(-c2ccc(OC)c(OC)c2OC)cc1	-2.8	0.6	4	-3	x	11	0.7	-1	-2.4
COc1cccc(-c2nc(CS(=O)CC(=O)NCc3ccccc3)c(C)o2)c1 (configuration not stated)	-4.7	-0.5	-2	8	-1.4	-12	-0.4	-8	-0.9
COc1ccc(/C=C2\SC(c3ccc(C)cc3)=NC2=O)cc1OC	0.2	-0.9	4	1	4.9	6	4.5	4	2.9
O=C(O)C1(Nc2ccc(Br)cc2)CCCC1	-1.4	0.8	3	-3	x	11	0.0	-7	x
O=C(Cc1ccccc1)NS(=O)(=O)c1ccc(N=NN2CCOCC2)cc1	-1.5	-0.6	3	1	-0.6	21	1.4	10	x
COc1cc2c(cc1OC)/C(=C/C(=O)c1ccc([N+](=O)[O-])c(C)c1)NCC2	-2.4	-0.6	-3	-7	x	-6	2.0	-38	-0.5
O=C(Nc1ccc(S(=O)(=O)N2CCN(Cc3ccccc3)CC2)cc1)c1cnccn1	-0.6	-0.1	-1	-3	-0.3	4	-1.9	-6	2.0
C=C(C)c1cccc(C(C)(C)NC(=O)Nc2cccnc2)c1	0.7	-1.7	-3	-12	-4.9	11	-4.3	-7	-0.7
C/C(N)=C(/C#N)C(=O)CSc1cc(C)c2ccccc2n1	-0.5	-0.1	-1	4	-2.1	7	-1.5	-5	-0.5
Nn1c(SCC(=O)N2CCCc3ccccc32)nnc1-c1ccc(Cl)cc1	-0.4	-0.1	1	-5	0.3	11	-0.7	-16	-0.7
CCCNC(=S)N1CC2(C)CN(C(=O)C(=O)OC)CC(C)(C1)C2=O	-0.3	1.5	1	1	4.5	-1	-0.4	0	x
Cc1nc(-c2cccs2)sc1C(=O)NN	-0.8	0.8	5	1	1.6	19	0.2	0	x
COc1cccc(CNC(=O)CCS(=O)(=O)c2ccc3c(c2)NC(=O)C(C)S3)c1 (configuration not stated)	-2.0	0.5	3	3	0.8	7	0.4	3	15
O=S(=O)(NC1CCCC1)c1ccc(S(=O)(=O)NC2CCCC2)cc1	-2.0	0.3	-2	-7	2.3	4	-2.0	-7	-1.1
O=C(N/N=C/c1ccncc1)c1ccccn1	x	-1.1	-1	4	1.1	7	-1.1	-9	0.8
O=C(O)CN1C(c2ccccc2)=Nc2ccc(Br)cc2C1c1ccccc1 (configuration not stated)	-0.6	-0.7	1	4	-1.2	-4	-0.2	-4	x
FC(F)(F)c1cc(Cl)c2nc(-c3ccccc3)c(Cc3ccccc3)n2c1	-2.1	x	1	-1	x	x	2.7	-1	-2.2
Cc1ccc(Sc2ncccc2C(=O)NC2CCCCCC2)cc1C	-0.9	0.0	0	-2	0.2	0	-0.2	-2	-1.5
COCCn1c(SCC(=O)N(C)C2CCS(=O)(=O)C2)nc2ccccc2c1=O (configuration not stated)	-2.5	0.5	-2	-1	2.3	-2	-0.4	-3	0.4
CC1(C)C(=O)Nc2ccccc2N1C(=O)COc1ccccc1C#N	-1.7	-0.5	1	4	2.6	9	0.5	-8	-0.6
O=C(c1cccc(Cl)c1)C1CCCN(Cc2ccc(N3CCNC3=O)cc2)C1 (configuration not stated)	-2.0	0.9	2	-6	-1.4	-3	-0.1	-1	-2.7
Clc1ccc(C(c2ccccc2Cl)C(Cl)Cl)cc1 (configuration not stated)	-2.0	7.3	3	1	-3.0	5	1.3	2	-1.2
CN(C)C(=O)/C(C#N)=C\c1cc(Br)c(Sc2ccc(Cl)cc2)o1	-2.1	6.9	-2	-1	0.0	14	0.2	-6	x
Cc1cc(C)c(S(=O)(=O)Nc2ccc(O)cc2)c(C)c1	-4.3	2.6	1	-2	0.8	7	-0.1	7	-0.8
O=C(O)CN1C(=O)/C(=C/c2cccc(Cl)c2)Oc2ccccc21	-5.0	1.0	67*	-8	1.9	18	-1.5	u	-0.6
CC(=O)Nc1ccc(C(=O)NNC(=O)C2C3CCCCC32)cc1 (configuration not stated)	-0.9	-0.4	1	0	-2.0	4	2.4	2	-2.1
O=C(NCCCN1CCOCC1)c1cc(S(=O)(=O)N2CCOCC2)c(Cl)cc1Cl	-1.1	0.3	1	-10	-0.9	-4	-0.7	-12	5.6
CC(C)CC1(C(=O)NCCc2c[nH]c3ccccc23)C=CCN1C(=O)c1ccccc1 (configuration not stated)	-2.1	0.2	-1	-6	-1.1	7	0.2	-5	21
COc1cccc(CNC(=O)c2cccc(NC(=O)CC3SC(N4CCCCC4)=NC3=O)c2)c1 (configuration not stated)	-0.8	1.2	9	-10	-2.4	-4	0.4	-2	-3.0
CCN(CC)S(=O)(=O)c1ccc(NC(=O)c2ccc(N(C)S(C)(=O)=O)cc2)cc1	-2.6	-0.2	0	-12	2.3	7	-0.5	-44	0.5
Cc1ccccc1NC(=O)COC(=O)COc1ccc2ccc(=O)oc2c1	-0.2	x	26	2	x	9	-1.4	-1	-1.2
CSCCC(NC(=O)c1ccccc1Cl)C(=O)NCCOc1ccccc1 (configuration not stated)	-0.4	0.0	5	7	1.3	-1	-3.0	-2	-0.6
CCc1ccc(NC(=O)c2ccccc2Br)cc1	-1.9	-1.1	3	-9	1.7	3	-0.3	1	-0.5
CC(C)Oc1ccc(C(=O)NCc2ccco2)cc1	-3.8	0.9	0	0	-2.1	-5	0.1	4	0.7
CC1N(O)C(c2ccc(Cl)cc2Cl)N(O)C1(C)C (configuration not stated)	-1.2	-0.2	1	-4	-0.7	-8	-0.5	-8	-1.8
COc1ccc(C2C(=O)N(C3CCCCC3)CC(=O)N2Cc2ccc3c(c2)OCO3)cc1 (configuration not stated)	-1.1	0.1	0	-2	x	-3	2.9	0	-1.7
COc1cccc(-n2c(CN3CCN(c4cccc(C)c4)C(C)C3)nc3ccc([N+](=O)[O-])cc3c2=O)c1 (configuration not stated)	-2.5	0.2	1	-1	2.2	7	0.3	-3	0.2

Among those listed so far, these have four or more nitrogen atoms:
SMILES	FadD28 FP inh	PfHsp40 rescue	FBA Mtb inh	Anthrax LF inh2	Mtb UGM inh	GDH-TPI counter	BoNT-A LC inh2	BoNT-F LC inh	BioA inh
O=C(Cc1ccccc1)NS(=O)(=O)c1ccc(N=NN2CCOCC2)cc1	-1.5	-0.6	3	1	-0.6	21	1.4	10	x
O=C(Nc1ccc(S(=O)(=O)N2CCN(Cc3ccccc3)CC2)cc1)c1cnccn1	-0.6	-0.1	-1	-3	-0.3	4	-1.9	-6	2.0
Nn1c(SCC(=O)N2CCCc3ccccc32)nnc1-c1ccc(Cl)cc1	-0.4	-0.1	1	-5	0.3	11	-0.7	-16	-0.7
O=C(N/N=C/c1ccncc1)c1ccccn1	x	-1.1	-1	4	1.1	7	-1.1	-9	0.8
COc1cccc(CNC(=O)c2cccc(NC(=O)CC3SC(N4CCCCC4)=NC3=O)c2)c1 (configuration not stated)	-0.8	1.2	9	-10	-2.4	-4	0.4	-2	-3.0
COc1cccc(-n2c(CN3CCN(c4cccc(C)c4)C(C)C3)nc3ccc([N+](=O)[O-])cc3c2=O)c1 (configuration not stated)	-2.5	0.2	1	-1	2.2	7	0.3	-3	0.2

(next part)
SMILES	FadD28 FP inh	PfHsp40 rescue	FBA Mtb inh	Anthrax LF inh2	Mtb UGM inh	GDH-TPI counter	BoNT-A LC inh2	BoNT-F LC inh	BioA inh
O=S(=O)(Nc1ncccn1)c1ccc(NS(=O)(=O)c2cc(Cl)ccc2Cl)cc1	-2.0	1.1	7	-2	2.3	-3	-0.1	-4	x
Cc1cc(OC(=O)c2ccc(S(=O)(=O)N(C)C)cc2)cc(=O)o1	-4.5	-1.6	-1	0	0.0	1	0.3	-5	-3.9
CN(C)C(=O)c1cccc(-c2cnc3cccnn23)c1	0.5	x	132*	-7	x	11	-0.1	0	0.5
O=C1CC(c2ccccc2)CC(O)=C1C=NCCN1CCOCC1 (configuration not stated)	-1.8	0.6	0	-6	0.8	2	0.9	-2	0.0
O=C(Nc1ccccc1N1CCOCC1)c1ccco1	x	-0.5	-1	-1	1.4	3	-0.2	2	x
COC(=O)c1nc2nc(-c3cccs3)cc(C(F)(F)F)n2n1	-3.1	1.0	+	-2	-0.6	18	1.0	-3	-1.9
O=c1c2ccccc2sn1-c1ccccc1F	-0.4	x	-2	-2	x	3	24	-2	1.2
COC(=O)c1ccc(/C=C(\C#N)c2ccccn2)cc1	-0.8	-1.3	-1	-2	0.1	16	0.4	-5	1.5
Cc1cc(NC(=O)CSc2nc3cc(Cl)ccc3o2)no1	-1.4	-0.6	4	-7	-5.1	-7	-2.6	-19	-1.1
COc1ccc(N2C(=O)C(C)C(Cc3ccc(C)cc3)C2=O)cc1 (configuration not stated)	-3.8	1.2	-1	-1	-0.5	-3	-1.6	-3	-0.4
O=C(c1ccco1)N1CCN(S(=O)(=O)c2ccc3c(c2)CCN3C(=O)C2CCC2)CC1	-3.5	0.2	0	-4	0.7	-1	1.0	7	-0.1
CCCNS(=O)(=O)c1cccc(C(=O)OCc2cc(=O)oc3cc(OC)ccc23)c1	-1.3	0.2	38*	-9	-0.6	11	-5.1	-22	-1.1
CC(=O)NC(Cc1ccccc1F)C(=O)NC1CCN(C(=O)Nc2ccc(C)cc2)CC1 (configuration not stated)	-2.4	-0.8	0	-3	1.7	11	0.2	-4	-0.2

Complete entries from above. Values in the order: FadD28 FP inh	PfHsp40 rescue	FBA Mtb inh	Anthrax LF inh2	Mtb UGM inh	GDH-TPI counter	BoNT-A LC inh2	BoNT-F LC inh	BioA inh
O=C(Nc1ccccc1N1CCOCC1)c1ccco1 is listed as x	-0.5	-1	-1	1.4	3	-0.2	2	x
O=C(c1ccco1)N1CCN(S(=O)(=O)c2ccc3c(c2)CCN3C(=O)C2CCC2)CC1 is listed as -3.5	0.2	0	-4	0.7	-1	1.0	7	-0.1
